# LMNA splice mod = modulators of lamin A splicing; HeLa LMNA splicing GFP/RFP minigene ratio, 48 h; Potency, µM (highest dose often 46.1 µM), for the others: at the highest dose ratio change, negative = inhibition, most hits filed as inhibitors; actives 0.01% (n = 200,000); active = well fitted inhibition curve with a large enough effect in the signal ratio, with a control signal flat, not every such curve was filed as active; inconclusive = small, poorly fitted or top-dose-only effect, or effect the other way, or a change in a side signal; the % refers to the signal ratio; also: % is scaled to controls: 0 for no effect and ±100 for the full control effect
#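 S3 HeLa cells stably expressing lamin A-EGFP splicing minigene plus DsRed2, 600 cells/well, 48 h compound exposure at 37C. Laser-scanning cytometry; analysed as GFP (500-530 nm)/RFP (575-640 nm) total intensity ratio; 0.5% DMSO vehicle.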
# Epigenetic reg = epigenetic control regulation, reporter derepression; murine LDR cells, GFP reporter derepression, 30 h; actives 0.2% (n = 280,000); Potency, µM (doses to about 53.9 µM), for the others: at the top dose GFP activation, most hits filed as activators; active = well fitted activation curve with a large enough effect; inconclusive = small, poorly fitted or top-dose-only effect; also: % of control where 0% means no effect; nearly all actives have a fitted effect of over 60% in size
#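 Murine LDR cells carrying a silenced, genomically integrated CMV-driven GFP reporter were exposed to compound for 30 hours at 37 C. After PBS washes, GFP-positive cells (20–120 um objects) were counted by laser-scanning microplate cytometry.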
# The depositor's hits bear a star; ? = inconclusive; [ ] = dose if it differs, or a comment. Potency is read from the fitted curve at half-maximal effect. An excerpt (hit frequency here may not be typical).
structure	LMNA splice mod	Epigenetic reg
CCOc1cc2c(cc1OCC)C(CC(=O)O)N(C(=O)Nc1ccc(Br)c(C)c1)CC2 (stereo unspecified)	-7.3%[46 µM]	-3.3%
CC(C)C(=O)Nc1ccccc1C(=O)OCc1cc(=O)n2nc(C3CC3)sc2n1	1.7%[46 µM]	2.0%
Cc1ccc(Cl)cc1N1CCN(C(=O)c2nn(C)c3c2CS(=O)(=O)c2ccccc2-3)CC1	-16.3%[46 µM]	1.4%
COc1ccc(OC)c(Nc2ncnc3c2cnn3-c2cccc(Cl)c2)c1	?	0.4%
CCCCOc1ccc(S(=O)(=O)Nc2cccc(-c3ccc(N4CCOCC4)nn3)c2)cc1	-2.0%[46 µM]	1.7%
CC1(C)C(=O)N(CC(=O)Nc2cccc(F)c2)c2ccc(S(=O)(=O)N3CCCCC3)cc21	-19.3%[46 µM]	0.0%
Cc1ccccc1C(=O)Nc1cccc(C(=O)OCc2cc(=O)n3ccsc3n2)c1	1.2%[46 µM]	0.0%
CN(C)c1ccc(CNc2nc(-c3ccco3)nn2S(=O)(=O)c2ccc3ccccc3c2)cc1	-15.7%[46 µM]	-2.2%
CCOc1ccc(CNC(=O)C2CCCN(S(=O)(=O)c3ccc4c(c3)CCCC(=O)N4)C2)cc1 (stereo unspecified)	?	1.3%
CC(C)CCNC(=O)CSc1nc2ccccc2nc1Cc1ccc(Cl)cc1	-3.3%[46 µM]	-3.4%
COc1ccc(C)cc1NC(=O)c1c2c(nc3ccccc13)C(=O)N(C1CCCCC1)C2	?	0.8%
Cc1ccc(C)c(N2CCN(C(=O)C3CCN(S(=O)(=O)c4ccc5[nH]c(=O)oc5c4)CC3)CC2)c1	4.2%[46 µM]	1.5%
Cc1ccc(N(C)C(=O)c2cnc(N3CCOCC3)c3ccccc23)cc1C	-6.3%[46 µM]	0.0%
Cc1ccc(NC(=O)Cn2c(=O)ccc3cc(S(=O)(=O)N4CCC(C)CC4)ccc32)cc1Cl	16.2%[46 µM]	-1.1%
COc1ccc(N2CCN(C(=O)c3cc(S(=O)(=O)N4CCC(C)CC4)cn3C)CC2)cc1	-3.2%[46 µM]	1.1%
O=C(Nc1ccc(N2CCN(c3ccc(F)cc3)CC2)c(C(=O)O)c1)c1cccs1	1.0%[46 µM]	-0.5%
COc1ccccc1NC(=O)C1=C(C)Nc2c(C(=O)Nc3cccc(C)c3)cnn2C1c1ccccc1C (stereo unspecified)	14.2%[46 µM]	-0.4%
Cc1nn(C(=O)c2cccc(F)c2)c(C)c1S(=O)(=O)N1CCOCC1	-6.6%[46 µM]	1.1%
COC(=O)c1scc(-c2ccc(C)cc2)c1S(=O)(=O)N1CCN(c2ccc(C(C)=O)cc2)CC1	2.0%[46 µM]	4.4%
O=S(=O)(c1ccc2ccccc2c1)n1nc(-c2ccco2)nc1NCc1cccc(Cl)c1	-2.0%[46 µM]	-1.6%
Cc1ccc(-n2ncc(C(=O)NCCCN3CCCCC3)c2C2CCN(C(=O)OC(C)(C)C)CC2)c(C)c1	1.7%[46 µM]	0.0%
Cc1ccc(CNC(=O)c2nc(-c3ccc(Cl)cc3)n3c2CCCCC3)cc1	?	-1.2%
Cc1ccc(Cl)cc1N1CCN(C(=O)Cn2cnc3nc4c(cc3c2=O)CCCC4)CC1	8.8%[46 µM]	-0.6%
COc1ccc(N(C(=O)/C=C\C(=O)Nc2ccc(Cl)cc2)C(C(=O)NCc2ccco2)c2ccc(C)cc2)cc1 (stereo unspecified)	-13.2%[46 µM]	0.9%
CCOC(=O)Cc1ccc(NC(=O)Nc2cccc(OCc3cc(=O)n4cc(C)ccc4n3)c2)cc1	0.0%[46 µM]	6.0%
Cc1ccc2[nH]c3c(=O)n(CC(=O)NCc4ccco4)ncc3c2c1	?	-0.4%
COc1cc(NC(=O)CN(C)S(=O)(=O)c2ccc3[nH]c4c(c3c2)CCCC4)cc(OC)c1OC	?	-0.4%
COc1cn(CC(=O)Nc2cccc(C)c2)c(CN2CCCCC2)cc1=O	1.8%[46 µM]	0.0%
O=C(CCCc1ccccc1)NC1CC(=O)N(c2cccc(F)c2)C1 (stereo unspecified)	10.0%[46 µM]	1.0%
COc1ccc(Cn2ccc3nc(C)c(C(=O)N4CCN(c5ccccc5OC)CC4)cc3c2=O)cc1	?	0.8%
CCc1ccc(S(=O)(=O)c2cn(C)c3cc(N4CCCCC4C)c(F)cc3c2=O)cc1 (stereo unspecified)	9.8%[46 µM]	1.2%
COc1cccc(C(c2sc3nc(-c4ccco4)nn3c2O)N2CCN(c3ccccc3F)CC2)c1 (stereo unspecified)	-16.4%[46 µM]	5.3%
CN(C(=O)CSc1nc2ncccc2o1)c1ccc(F)cc1	?	0.0%
O=C(c1ccc2c(c1)N(Cc1cccc(Cl)c1)C(=O)c1ccccc1S2(=O)=O)N1CCc2ccccc21	?	-1.1%
Cc1ccc2c(c1)N(C(=O)Nc1cccc(C)c1C)CCO2	4.6%[46 µM]	0.8%
COc1ccc(C2=NN(CC(=O)NCCc3ccccc3)C(=O)CC2)cc1	?	-0.5%
COc1cc(Cl)c(C)cc1NC(=O)c1c(C)oc2nc(C)nc(N3CCCC3)c12	-4.8%[46 µM]	-1.3%
O=C(C1CCCCC1)N(Cc1cccnc1)c1nc2c(F)cc(F)cc2s1	-18.6%[46 µM]	3.9%
COc1cc(NC(=O)C(CC(C)C)N2Cc3ccccc3C2=O)cc(OC)c1 (stereo unspecified)	?	3.7%
CC(C)CC(C(=O)NCCc1ccccc1)N1Cc2ccccc2C1=O (stereo unspecified)	-6.4%[46 µM]	-0.4%
COc1ccccc1N1CCN(c2csc3ccc(Cl)cc3c2=O)CC1	?	0.0%
COc1cccc(CNC(=O)CCn2c(=O)c3cccn3c3ccc(F)cc32)c1OC	3.7%[46 µM]	0.3%
Cc1c(C(=O)Nc2ccc(F)cc2)sc2nc[nH]c(=O)c12	-6.7%[46 µM]	0.0%
COc1ccc(-c2cn3c(n2)sc2cc(C(=O)NCC(C)c4ccccc4)ccc23)cc1 (stereo unspecified)	-11.1%[46 µM]	0.8%
CCc1ccccc1NC(=O)CSc1nc2ncccc2o1	?	3.2%
Cc1cc(O)c(C(c2cccc(Cl)c2)N2CCN(c3ccccc3)CC2)c(=O)n1Cc1ccco1 (stereo unspecified)	-17.5%[46 µM]	-2.1%
CC(C)OC(=O)c1cccnc1SCC(=O)Nc1ccc(C(F)(F)F)cc1Cl	2.0%[46 µM]	2.4%
COc1ccc(NC(=O)CCCn2c(=O)c3cccn3c3ccccc32)c(OC)c1	?	0.0%
CCOc1cccc(CNC(=O)c2ccc(N3CCCC3)c(NC(=O)NCc3ccc(F)cc3)c2)c1	5.1%[46 µM]	-2.6%
COc1ccccc1N1CCN(C(=O)c2nn(-c3ccc(C)cc3)c(=O)n(C)c2=O)CC1	2.9%[46 µM]	-0.9%
Cc1ccc(OCC(=O)NCC2(N(C)C)CCCCC2)cc1C	10.1%[46 µM]	-3.2%
COc1ccc(OCC(=O)Nc2ccccc2C(=O)OCc2cc(=O)n3nc(C)sc3n2)cc1	6.7%[46 µM]	-3.4%
CC(C)NC(=O)c1ccc(NC(=O)N2CCCCc3ccccc32)cc1	-9.6%[46 µM]	0.0%
CCOC(=O)c1c(NC(=O)CS(=O)(=O)c2ccc(C)cc2)sc2c1CCCCC2	-4.6%[46 µM]	-1.2%
Cc1ccc(CNC(=O)CN2C(=O)CC(c3ccc(C)c(C)c3)=Nc3ccccc32)cc1	3.4%[46 µM]	4.4%
CCN(CC)S(=O)(=O)c1ccc2oc(C(=O)Nc3ccc(Br)cc3F)c(C)c2c1	-8.8%[46 µM]	1.7%
O=S(=O)(Nc1ccc(-c2ccc(N3CCCCCC3)nn2)cc1)c1cccc(C(F)(F)F)c1	-13.5%[46 µM]	0.0%
COc1ccc(OC)c(NC(=O)c2noc3c2CCCC3)c1	-9.7%[46 µM]	-1.3%
CC(=O)N1CCc2cc(CNC(=O)Nc3ccc(Br)c(C)c3)ccc21	27.5%[46 µM]	-0.9%
Cn1c(=O)n(CCCc2ccccc2)c(=O)c2c1nc1n2CCN1c1ccccc1	3.2%[46 µM]	0.0%

# Another view of some results above.
LMNA splice mod | Epigenetic reg | structure
6.7%[46 µM] | -3.4% | COc1ccc(OCC(=O)Nc2ccccc2C(=O)OCc2cc(=O)n3nc(C)sc3n2)cc1
-9.6%[46 µM] | 0.0% | CC(C)NC(=O)c1ccc(NC(=O)N2CCCCc3ccccc32)cc1

# Next compounds follow.
# Values run as follows: LMNA splice mod, Epigenetic reg
CC(=O)Nc1cccc(NC(=O)c2cc3c(=O)n4cccc(C)c4nc3n2C)c1
 : ?, 1.4%
Cc1cc(C)cc(NC(=O)Cc2c(C(=O)O)c(C)cn2C)c1
 : -10.6%[46 µM], 0.0%
COc1ccc(C)cc1NC(=O)CSc1nc(=O)n(Cc2ccccn2)c2c1CCC2
 : -13.0%[46 µM], 3.5%
COc1ccc(NC(=O)C(=O)NCCc2csc3nc(-c4ccccc4C)nn23)cc1
 : ?, -1.1%
CCOC(=O)c1c(SCC(=O)Nc2nc3ccccc3s2)nc(=O)[nH]c1C
 : -16.9%[46 µM], -0.1%
Cc1c(C(=O)N(C)C)sc2c1c(=O)n(-c1ccc(Cl)cc1)c(=O)n2CC(=O)C(C)(C)C
 : ?, -0.2%
COc1ccc(CNS(=O)(=O)c2cnc(N)nc2)cc1
 : ?, 6.4%
COc1cccc(NC(=O)c2oc3ccc(S(=O)(=O)N(C)C4CCCCC4)cc3c2C)c1
 : -0.6%[46 µM], 1.2%
Cc1ccc(NC(=O)CN2C(=O)CCc3cc(S(=O)(=O)N4CCOCC4)ccc32)c(C)c1
 : 13.3%[46 µM], -0.5%
O=C(Nc1cccc(C(F)(F)F)c1)c1cnn(-c2cccc(F)c2)c1C1CCNCC1
 : -4.9%[46 µM], 0.8%
OCc1cnc(SCc2cccc(F)c2)n1Cc1ccc(F)cc1
 : 22.5%[46 µM], -1.7%
CCOC(=O)c1cccc(NC(=O)CCn2nc(C)c(S(=O)(=O)N3CCCCC3)c2C)c1
 : -12.1%[46 µM], -2.4%
COc1ccc(CCNC(=O)CCS(=O)(=O)c2cc3c(cc2Cl)NC(=O)CO3)cc1OC
 : -5.1%[46 µM], 14.1%
CCOC(=O)c1cc(-c2ccccc2)n(CCCC(=O)Nc2ccccc2C)c1C
 : ?, 2.2%
CCN(CC)CCN(C(=O)c1ccco1)c1nc2c(C)cccc2s1
 : -14.8%[46 µM], -1.2%

# Record cards, as listed above.
# Listed for Cc1cc(C)cc(NC(=O)Cc2c(C(=O)O)c(C)cn2C)c1 = LMNA splice mod: -10.6%[46 µM]; Epigenetic reg: 0.0%
# Listed for O=C(Nc1cccc(C(F)(F)F)c1)c1cnn(-c2cccc(F)c2)c1C1CCNCC1 = LMNA splice mod: -4.9%[46 µM]; Epigenetic reg: 0.8%

# Next section.
# Values run as follows: LMNA splice mod, Epigenetic reg
Cc1ccc(OCC(=O)NCC(c2ccc(Cl)cc2)N2CCOCC2)cc1C (stereo unspecified)
 : -3.2%[46 µM], -3.2%
Cc1cc(C)cc(Nc2ncnc3sc4c(c23)CCCC4)c1
 : ?, -3.8%
COc1ccc(-c2nc3scc(CCNS(=O)(=O)c4cccc(C(C)=O)c4)n3n2)cc1
 : 20.0%[46 µM], 3.6%
COc1cccc(-n2cc(C(=O)Nc3cc(OC)c(OC)c(OC)c3)c3ccccc3c2=O)c1
 : 6.6%[46 µM], 2.2%
CC(C)c1ccc2c(c1)-c1ccccc1S(=O)(=O)N2CC(=O)N1CCCCC1
 : -6.0%[46 µM], -1.6%
CC(=O)N1CCCc2cc(S(=O)(=O)N3CCC(C(=O)NCc4ccc(C)cc4)CC3)ccc21
 : -8.2%[46 µM], 0.8%
COc1ccc(Cl)cc1NC(=O)CN1C(=O)C(C)(C)c2cc(S(=O)(=O)N3CCCCC3)ccc21
 : -26.3%[46 µM], 2.5%
COc1ccc(-c2cc3ccc(O)c(CN4CCN(C)CC4)c3oc2=O)cc1OC
 : ?, -5.2%
COc1ccc(NC(=O)Nc2cccc(OCc3cc(=O)n4cccc(C)c4n3)c2)c(OC)c1
 : ?, 8.6%
CCOc1ccc(NC(=O)Cc2csc(COc3cccc(C)c3)n2)cc1
 : ?, -3.2%
Cc1cc(S(=O)(=O)C(CNC(=O)c2ccc(F)c(F)c2)c2cccs2)ccc1F (stereo unspecified)
 : 3.5%[46 µM], -1.7%
O=C(CSc1nc2ccccc2c2nc(-c3ccccc3)nn12)Nc1ccc(F)cc1
 : 14.4%[46 µM], 1.2%
COc1cc(OC)c(NC(=O)c2cc(S(=O)(=O)N3CCCC3)cn2C)cc1Cl
 : -8.8%[46 µM], 0.0%
CC(=O)Nc1ccc(NC(=O)C2CCN(c3c(NC(C)=O)c(C)nn3-c3ccccc3)CC2)cc1
 : -9.9%[46 µM], 5.2%
Cc1ccc(NC(=O)c2cnc(SCC(=O)N3CCOCC3)n(C)c2=O)cc1C
 : ?, ?
CCN(CC)c1ncnc2c1cnn2-c1cc(Cl)ccc1C
 : -27.5%[46 µM], 9.9%
CN1C(=O)C2(SCC(=O)N2c2ccc(Cl)cc2)c2ccccc21 (stereo unspecified)
 : 2.0%[46 µM], 0.8%
COc1ccc(-c2cnnn2-c2ccc(NC(=O)c3c(F)cccc3F)cc2)cc1
 : ?, -0.4%
